HEK293 cAMP cs = parental HEK293 cAMP activation (counter-screen). parental HEK293 CNG cAMP sensor, membrane potential fluorescence. Potency, µM (doses to about 57.1 µM), for inactives: at the top dose activation, most hits filed as activators. actives 2.5% (n = 73,000). AID 938; note: potency is the fitted concentration of half-maximal effect; % of control where 0% means no effect; nearly all actives have a fitted effect of over 55% in size
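Parental HEK 293 cells stably expressing a cAMP-gated CNG channel were loaded with membrane potential dye containing 100 uM RO 20-1724 for 60 min. Compound added for 30 min; depolarization read as fluorescence intensity at 590 nm.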
Casp1 inh = allosteric or competitive inhibitors of human caspase-1; Caspase-1 enzyme, Ac-WEHD-AFC fluorogenic rate; Potency, µM (titrated, usually from 57.5 µM), without a hit: at the top dose activity change, negative = inhibition, most hits filed as inhibitors; actives 0.03% (n = 75,000); P29466; AID 900;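 note: potency is the fitted concentration of half-maximal effect; plate controls were vehicle for no effect and no substrate for full effect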
Fluorescein fluor = fluorescein region autofluorescence; Compound autofluorescence, 480/540 nm, fluorescein-equivalent; hits give high values; max fluorescein-equivalent concentration, M; actives 0.91% (n = 59,000); AID 593; in the data active = max fluorescein-equivalent concentration above about 10 nM; inconclusive = between about 1.1 nM and that limit
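Fluorescein stocks ranging 3 mM down to 300 nM, plus DMSO blanks, were pinned alongside compounds to build a per-plate standard curve. Buffer: 100 mM Tris, pH 8.0. Incubation 15 min, room temperature; filters 480/540 nm.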
Luciferase inh = blocks Photinus pyralis firefly luciferase activity; P08659; purified firefly luciferase, luminescence, 8 min; Potency, µM (doses to about 57.1 µM), inactives show at the top dose activity change, negative = inhibition, usual class: inhibitors; actives 2.2% (n = 72,000); AID 411; note: potency is the fitted concentration of half-maximal effect; % is set by controls: 0 for no effect and ±100 for the full control effect; nearly all actives have a fitted effect of over 40% in size
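Substrate buffer containing 10 uM ATP (pH 7.2 imidazole, Mg2+, KCl, detergent, BSA) is dispensed, compound pinned in, then luciferase/luciferin detector mix added. After 8 min at ambient temperature, light output is measured.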
Tau fil binding = tau filament binding. recombinant tau filaments, thioflavin S fluorescence, 15 h; filaments grown with octadecylsulfate alongside compound. P10636. actives 2% (n = 71,000). Potency, µM (doses to about 57.1 µM), for the others: top-dose activity change, negative = inhibition;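 note: potency is the fitted concentration of half-maximal effect; % is set by controls: 0 for no effect and ±100 for the full control effect; actives lower thioflavin S fluorescence by blocking filaments or displacing dye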
Target sequence (P10636 whole entry, looked up): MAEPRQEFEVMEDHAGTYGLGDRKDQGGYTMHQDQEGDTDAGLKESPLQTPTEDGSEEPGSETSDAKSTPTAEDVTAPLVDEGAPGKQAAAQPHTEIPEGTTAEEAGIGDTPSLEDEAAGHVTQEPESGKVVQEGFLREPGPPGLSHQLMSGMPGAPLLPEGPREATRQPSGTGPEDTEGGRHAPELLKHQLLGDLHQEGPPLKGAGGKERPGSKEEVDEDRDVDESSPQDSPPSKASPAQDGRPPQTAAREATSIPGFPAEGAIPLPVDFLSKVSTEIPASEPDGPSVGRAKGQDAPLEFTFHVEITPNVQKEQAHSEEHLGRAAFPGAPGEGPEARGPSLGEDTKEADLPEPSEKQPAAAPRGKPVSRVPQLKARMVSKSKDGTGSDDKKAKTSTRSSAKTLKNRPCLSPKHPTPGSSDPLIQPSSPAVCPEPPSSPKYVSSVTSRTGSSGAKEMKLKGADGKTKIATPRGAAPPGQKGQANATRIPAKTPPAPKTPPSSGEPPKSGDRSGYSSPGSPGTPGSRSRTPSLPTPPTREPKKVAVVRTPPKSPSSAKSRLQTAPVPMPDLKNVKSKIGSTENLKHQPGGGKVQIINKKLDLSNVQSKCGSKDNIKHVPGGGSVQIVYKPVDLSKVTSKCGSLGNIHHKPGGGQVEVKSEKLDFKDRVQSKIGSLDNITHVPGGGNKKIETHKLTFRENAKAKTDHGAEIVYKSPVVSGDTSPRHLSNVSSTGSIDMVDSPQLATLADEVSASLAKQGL
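Thioflavine S fluorescence (ex 450, em 510 nm) reports filaments formed from 1 uM human tau plus 30 uM ODS over 15 h at 37 C (10 mM HEPES pH 7.4, 100 mM NaCl, 5 mM DTT); compounds displacing dye or blocking filaments lower signal.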
HADH2 inh = inhibitors of human HADH2 dehydrogenase | actives 3.4% (n = 73,000) | recombinant HADH2, NADH fluorescence, beta-hydroxybutyryl-CoA | AID 886 | Potency, µM (titrated, usually from 57.1 µM), for the others: at the top dose activity change, negative = inhibition, hits mostly inhibitors | Q99714; note: potency is the fitted concentration of half-maximal effect; % is set by controls: 0 for no effect and ±100 for the full control effect; nearly all actives have a fitted effect of over 60% in size; many of its hits are not listed in these tables
Target sequence (Q99714 whole entry, looked up, one chain of several): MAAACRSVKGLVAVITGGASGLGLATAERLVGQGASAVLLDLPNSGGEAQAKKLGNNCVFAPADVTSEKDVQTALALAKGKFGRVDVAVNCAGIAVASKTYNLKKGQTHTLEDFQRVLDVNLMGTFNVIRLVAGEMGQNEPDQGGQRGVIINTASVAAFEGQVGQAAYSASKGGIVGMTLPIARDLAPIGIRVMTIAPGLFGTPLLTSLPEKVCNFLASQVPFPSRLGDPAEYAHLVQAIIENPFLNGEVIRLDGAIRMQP
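Read-out: 360 nm excitation, 450 nm emission, kinetic over 4 min. Conditions: His-tagged human HADH2 20 nM, pH 9.0 Tris with Tween-20, 1 mM NAD+, 90 uM beta-hydroxybutyryl-CoA.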
USP2a inhib = inhibitors of human ubiquitin-specific protease USP2a; AID 927; Potency, µM (series often up to 38.3 µM), for the others: at the top dose activity change, negative = inhibition, usual class: inhibitors; actives 0.1% (n = 60,000); USP2a enzymatic assay, qHTS inhibition;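 note: potency is the fitted concentration of half-maximal effect; nearly all actives have a fitted effect of over 60% in size; plate controls were DMSO for no effect and NEM full inhibition control for full effect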
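USP2 core (20nM final) preincubated 30 min RT with compound, then Ub-PLA2 20nM and NBD C6-HPC 20uM final added; buffer 20mM Tris-HCl pH 8.0, 2mM CaCl2. Fluorescence Ex 460/Em 535 read at 0 and 2.5 h; normalized to NEM.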
ERK AVP inh = inhibitors of vasopressin-stimulated ERK signaling pathway | HEK293-V1b, vasopressin-stimulated pERK AlphaScreen | actives 0.99% (n = 72,000) | Potency, µM (titrated, usually from 57.5 µM), for inactives: top-dose activity, negative = inhibition, hits mostly inhibitors; note: potency is the fitted concentration of half-maximal effect; % is set by controls: 0 for no effect and ±100 for the full control effect; nearly all actives have a fitted effect of over 55% in size
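HEK293 cells stably expressing V1b receptor, seeded overnight in 1% FBS, were treated with compounds for 30 min at 37C, then stimulated 5 min with 25 nM vasopressin; phospho-ERK read by AlphaScreen SureFire after lysis.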
Casp7 inh = caspase-7 (human) inhibition, allosteric or competitive | Potency, µM (top dose mostly 57.5 µM), for inactives: top-dose activity change, negative = inhibition, hits mostly inhibitors | recombinant caspase-7, Ac-DEVD-AFC fluorescence rate | actives 0.02% (n = 75,000) | AID 889 | P55210; active = well fitted inhibition curve with a large enough effect in the main read-out, with a control signal flat, not every such curve was filed as active; inconclusive = small, poorly fitted or top-dose-only effect, or a change in a side signal; note: potency is the fitted concentration of half-maximal effect; % of control where 0% means no effect
Rhodamine autofl = rhodamine region autofluorescence | actives 0.05% (n = 59,000) | max dye-equivalent concentration, M | Rhodamine-region fluorescence, 547/598 nm, Tris buffer; hits give high values | AID 594; in the data active = max dye-equivalent concentration above about 11 nM; inconclusive = between about 1.1 nM and that limit
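Steps: pin-transfer compounds into pH 8.0 Tris (100 mM), hold 15 min at room temperature, image with a 547/598 nm filter pair, and convert intensities to rhodamine-equivalent concentration using a six-point on-plate rhodamine series.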
TexasRed autofl = compounds fluorescent in Texas Red spectral region. actives 0.06% (n = 59,000). max dye-equivalent concentration, M. AID 587. Compound fluorescence, Texas Red channel, 547/618 nm; hits give high values; in the data active = max dye-equivalent concentration above about 10 nM; inconclusive = between about 1.1 nM and that limit
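Texas Red-region profiling: compounds in 100 mM Tris pH 8.0 were read at 547/618 nm after 15 min at room temperature. Intensities were normalized against a six-point Texas Red standard series to give dye-equivalent concentration.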
* marks the source's active call; other numbers are inactive results; i = inactive; ? = inconclusive; . = not tested or not shown; [ ] = another dose, or the depositor's remark. Unless noted, calls come from the whole dose curve; as a rule, active = well fitted curve in the direction sought with a large enough effect; inconclusive = small, poorly fitted or top-dose-only effect, or another doubt; inactive = no such curve, though single readings can be large; an effect the other way counts as inactive or inconclusive.

Screens in order: HEK293 cAMP cs | Casp1 inh | Fluorescein fluor | Luciferase inh | Tau fil binding | HADH2 inh | USP2a inhib | ERK AVP inh | Casp7 inh | Rhodamine autofl | TexasRed autofl
> NC(Cc1cccc2nsnc12)C(=O)O (configuration not stated)
  -3% | -1% | i | -1% | -9% | -18% | . | -2% | 1% | i | i
> Cc1cc(C)n(-c2ncnc3sc4c(c23)CC(C)CC4)n1 (configuration not stated)
  ? | 0% | . | 2% | 14%[11.4 µM] | 1%[11.4 µM] | 4%[7.66 µM] | -13% | 3% | . | .
> O=C(C1CCCN(S(=O)(=O)Cc2ccccc2)C1)N1CCCCC1 (configuration not stated)
  22% | 1% | ? | 1% | -7% | -5% | 3% | -6% | 2% | i | i
> O=C(Cn1cnc2ccccc2c1=O)OCCCCN1C(=O)c2ccccc2C1=O
  -6% | 1% | i | 2% | -9% | 2% | 5% | 4% | -1% | i | i
> O=C(NCc1n[nH]c(=S)n1-c1ccccc1)c1ccc(S(=O)(=O)N2CCOCC2)cc1
  4% | 1% | i | 1% | 4% | -8% | -4% | 16% | 2% | i | i
> Cn1c2ccccc2c2ncn(CCN3CCOCC3)c(=O)c21
  -11% | -3% | i | 2% | 6% | -29% | 4% | -6% | -1% | i | i
> Cc1cc(C(=O)N2CCN(C/C=C/c3ccccc3)CC2)no1
  2% | -1% | ? | 1% | 4% | 9% | -5% | 4% | 1% | i | i
> Cc1ccc(S(=O)(=O)N2CC(=O)Nc3ccccc32)cc1C
  -6%[11.4 µM] | 0% | . | 1% | -1%[11.4 µM] | 7%[11.4 µM] | 0%[7.66 µM] | -10% | 1% | . | .
> CCOC(=O)C1=C(C)NC(=O)NC1c1ccc(C)o1 (configuration not stated)
  -3% | ? | . | 0% | -10% | -1% | . | -17% | -2% | . | .
> O=C(NCc1ccco1)C1CCN(c2nc3ccccc3n2Cc2ccc(F)cc2)CC1
  21% | -6% | . | 1% | 24% | -6% | . | -29% | -7% | . | .
> CCc1ccccc1NC1c2ccccc2C(=O)N1Cc1ccco1 (configuration not stated)
  ? | 0% | . | 0% | -3% | -9% | . | -16% | -2% | . | .
> CC(C)Oc1ccc(CNCC2(O)CCOC(C)(C)C2)cc1 (configuration not stated)
  16% | 0% | ? | 1% | -13% | -5% | -5% | -7% | 0% | i | i
> O=C(Cn1nnc(-c2ccccc2NC(=O)c2ccco2)n1)Nc1ccccc1
  -1% | -1% | i | -1% | 152% | 41%[activator] | . | -10% | 1% | i | i
> COc1ccc(C(=O)Nc2cc(=O)n(C)c(=O)n2C)cc1OC
  4% | -2% | . | 0% | -7% | -5% | . | . | 3% | . | .
> Cc1ccc(Cn2ccc(NC(=O)C3C4CCC(C4)C3C(=O)O)n2)cc1 (configuration not stated)
  1% | 0% | i | 2% | 3% | 2% | -6% | -12% | 0% | i | i
> CCc1nc(Nc2ccc3nccnc3c2)c2oc3ccccc3c2n1
  3% | -19% | ? | -1% | -16% | 18% | -4% | ? | -17% | i | i
> COc1ccc(CCNC(=O)C2CCN(S(=O)(=O)c3cccc4nonc34)CC2)cc1OC
  3% | 0% | i | 0% | 22% | 1% | 8% | -1% | -1% | i | ?
> O=C(NC1CCCCCC1)C1CCN(c2nc3ccccc3o2)CC1
  24% | 0% | i | 1% | -16% | 10% | 12% | -2% | 1% | i | i
> COc1ncc2nc(-c3ccc(F)cc3)c(=O)n(C3CC3)c2n1
  ? | -2% | i | 1%[11.4 µM] | -6% | -2% | 5% | -22% | -5% | i | i
> O=C1CSC(c2ccccc2F)N1CCN1CCCCC1 (configuration not stated)
  14% | 0% | i | 2% | -3% | 2% | -3% | 4% | 7% | i | i
> COc1ccc2ncn(-c3ccccc3)c2c1
  27% | 0% | i | -1% | 4% | 9% | 2% | ? | -2% | i | i
> COc1cccc(C(C(=O)NCc2ccco2)N(C(=O)Cn2nnc3ccccc32)C2CC2)c1OC (configuration not stated)
  30% | -2% | i | -1% | -3% | 18% | 10% | ? | -2% | i | i
> Cc1nc(N)sc1-c1csc(Nc2ccc(Cl)cn2)n1
  -29% | -3% | i | -3% | 16µM* | ? | 34%[activator] | -21% | -5% | i | i
> Cc1cnc(CNc2ncncc2-c2ccccc2CN(C)C)cn1
  2% | -2% | i | -7%[2.29 µM] | -4% | 13µM* | -14% | 1% | 0% | i | i
> Cc1ccc(-n2c(=O)c3sccc3n(CC(=O)N3CCCC3)c2=O)cc1
  9% | 1% | i | -3% | 7% | 1% | -10% | 1% | 0% | i | i
> Cn1cc(S(=O)(=O)N2CCN(Cc3ccccc3)CC2)c(=O)n(C)c1=O
  16% | 0% | . | 2% | -1% | 9% | . | . | 3% | . | .
> COC(=O)C1(C)C=CC2(CCCCC2)N1C(C)=O (configuration not stated)
  19% | 2% | . | . | -3% | 1% | . | 8% | -1% | . | .
> O=C1NCCCC1C(=O)NCCN1C(=O)CCC1=O (configuration not stated)
  -3%[11.4 µM] | -1% | . | -1% | -2%[11.4 µM] | -11%[11.4 µM] | 4%[7.66 µM] | -9% | 0% | . | .
> c1nc(N2CCCC2)c2[nH]cnc2n1
  13% | 1% | i | 0% | 2% | 3% | -6% | 32µM* | 0% | i | i
> O=c1c(-c2ccc(Cl)cc2)coc2c(CN3CCOCC3)c(O)ccc12
  ? | -3% | . | -1% | -2% | 16% | 1% | 11% | -5% | . | .

The listing continues.
Screens in order: HEK293 cAMP cs | Casp1 inh | Fluorescein fluor | Luciferase inh | Tau fil binding | HADH2 inh | USP2a inhib | ERK AVP inh | Casp7 inh | Rhodamine autofl | TexasRed autofl
> CCNC(=O)C1(c2ccccc2)CCCC1
  7% | 3% | . | 2% | -7% | 0% | 4% | -9% | 0% | . | .
> O=C(CSc1nnc(-c2ccccc2)o1)N1CCN(c2ccccc2)CC1
  26% | -3% | i | 1% | 10µM* | 32µM* | 17% | -9% | -7% | i | i
> CCOC(=O)CN1C(=O)NC2NC(=O)NC21 (configuration not stated)
  5% | 0% | i | 1% | -8% | 11% | 3% | 19% | 1% | i | i
> C=CCN1C(=O)CSC1=Nc1cccc(O)c1
  -4% | 1% | i | 8% | 6% | -10% | -9% | ? | 1% | i | i
> COc1ccccc1Oc1ccc(S(=O)(=O)N2CCOCC2)cc1S(=O)(=O)N1CCOCC1
  13% | -3% | . | -1% | 14% | -3% | 18% | -7% | 0% | . | .
> COc1ccc(NS(=O)(=O)c2ccc(NC(=O)C3CCCO3)cc2)cc1 (configuration not stated)
  7% | 0% | i | 0% | -3% | -7% | 11% | ? | 0% | i | i
> Cc1nc2sc(C(c3ccc(C(C)C)cc3)N3CCN(CCO)CC3)c(O)n2n1 (configuration not stated)
  ? | -2% | . | 1% | -14% | 10% | . | . | -7% | . | .
> COc1cccc(C2=CC(c3cccc(OC)c3OC(F)F)n3nnnc3N2)c1 (configuration not stated)
  6% | ? | i | 0% | 200% | 7% | 4% | -25% | ? | i | i
> Nn1c(SCC(=O)NC2CCCCC2)nnc1C1CC1
  7% | -2% | i | -1% | 1% | 1% | -6% | 11% | 2% | i | i
> COc1ccccc1C(O)P(=O)(OC(C)C)c1ccc(N(C)C)cc1 (configuration not stated)
  ? | 1% | ? | 1% | -4% | 2% | 5% | -4% | 1% | i | i
> COc1ccc(OC)c(NC(=O)Cn2cnc3c(cnn3-c3ccccc3)c2=O)c1
  1% | -6% | . | -2% | -16% | 10% | . | . | -3% | . | .
> N=P(N1CCOCC1)(N1CCOCC1)C12CC3CC(CC(C3)C1)C2
  0% | 1% | ? | 1% | 0% | 5% | -5% | -13% | 0% | i | i
> Nc1nc(SCCc2ccccc2)c2[nH]cnc2n1
  -7%[11.4 µM] | -1%[11.5 µM] | ? | 1%[11.4 µM] | -1%[11.4 µM] | -6%[11.4 µM] | . | -7%[11.5 µM] | 1%[11.5 µM] | i | i
> Cc1ccc(S(=O)(=O)N2CC(O)CC2C(=O)Nc2ccc3c(c2)CCC3)cc1 (configuration not stated)
  -4% | -1% | ? | -40% | 0% | 8% | 17% | 1% | 5% | i | ?
> O=C(CSC1=NS(=O)(=O)c2ccccc21)Nc1ccccc1
  -18% | -1% | . | -17% | -25% | ? | . | . | 1% | . | .
> Cc1ccc(C2c3c(-c4ccccc4O)n[nH]c3C(=O)N2Cc2ccncc2)cc1 (configuration not stated)
  23% | 0% | ? | 3% | -1% | -8% | 45%[activator] | 2% | -5% | i | ?
> CCn1c(SCC(=O)NCc2ccco2)nc2cccnc21
  5% | 0% | ? | 1% | 2% | 3% | -7% | -2% | 6% | i | ?
> CN(C)c1nc(OCCOC(=O)c2ccccc2)nc(N(C)C)n1
  30% | 2% | i | 9% | 4% | 1% | 6% | 4% | -2% | i | i

This is a subset (hit frequency here may not be typical).
